# OX1R antag: blocks the human orexin 1 receptor. O43613. CHO/OX1R cells, Fluo-8 calcium fluorescence, orexin A. inhibition, % at 5 µM. 0.43% of 330,000 active. AID 434989;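 active = inhibition above its plate's threshold, mean inhibition of all tested compounds on the plate plus 3 SD, cut at about 37% in these data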;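 also: 0% = orexin A challenge wells and 100% = SB-334867-A antagonist wells; not every result past the cut was called active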
# Target sequence (O43613 whole entry, looked up): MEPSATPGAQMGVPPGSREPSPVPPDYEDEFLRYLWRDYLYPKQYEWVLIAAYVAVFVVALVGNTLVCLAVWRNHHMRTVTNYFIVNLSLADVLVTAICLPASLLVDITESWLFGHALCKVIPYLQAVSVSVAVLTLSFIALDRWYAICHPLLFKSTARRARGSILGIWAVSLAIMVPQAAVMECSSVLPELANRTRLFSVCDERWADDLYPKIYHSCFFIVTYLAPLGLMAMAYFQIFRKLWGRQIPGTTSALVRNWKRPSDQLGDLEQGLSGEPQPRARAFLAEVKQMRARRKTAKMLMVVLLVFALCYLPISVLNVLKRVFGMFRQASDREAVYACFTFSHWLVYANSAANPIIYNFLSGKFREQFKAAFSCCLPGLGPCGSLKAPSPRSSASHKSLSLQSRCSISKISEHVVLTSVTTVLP
# CHT PAM: allosteric activators of human choline transporter CHT; B-score at 10 µM; AID 488977; 0.49% of 310,000 active; CHT-expressing cells, membrane potential dye, choline EC20; hits give high values; LV-AA mutant CHT in HEK293 cells;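 active = initial fluorescence not abnormally high and integrated response B-score, plate-corrected, over 3 SD above library mean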
# Target sequence (Q9GZV3 whole entry, looked up): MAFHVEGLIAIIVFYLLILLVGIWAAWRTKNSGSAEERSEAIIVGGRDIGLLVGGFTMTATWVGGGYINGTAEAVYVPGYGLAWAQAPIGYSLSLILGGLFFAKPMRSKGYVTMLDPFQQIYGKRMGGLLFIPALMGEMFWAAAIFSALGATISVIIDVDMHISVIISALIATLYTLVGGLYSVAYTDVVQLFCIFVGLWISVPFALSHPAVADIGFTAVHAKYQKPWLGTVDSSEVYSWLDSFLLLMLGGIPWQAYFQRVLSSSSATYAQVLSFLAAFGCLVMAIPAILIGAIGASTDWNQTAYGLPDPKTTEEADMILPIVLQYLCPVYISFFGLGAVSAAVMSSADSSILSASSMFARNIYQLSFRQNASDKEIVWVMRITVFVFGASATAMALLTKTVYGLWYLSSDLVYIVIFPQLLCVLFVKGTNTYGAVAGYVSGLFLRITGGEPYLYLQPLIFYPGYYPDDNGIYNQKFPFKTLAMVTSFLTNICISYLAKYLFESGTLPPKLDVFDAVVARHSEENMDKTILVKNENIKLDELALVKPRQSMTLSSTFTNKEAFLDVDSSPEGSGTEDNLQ
# An asterisk follows results filed as active; i = inactive; nt = not tested or not shown.
SMILES,OX1R antag,CHT PAM
CCOC(=O)C(C)Oc1ccc(NC(=O)C(Cl)Cl)cc1 (stereo not given),4.9,i
CCOC(=O)C(=CNc1ccc(NC2=NCC(C)(C)S2)cc1)C(=O)OCC,-44.1,i
Cn1cccc1/C=C1\Cc2ccccc2C1=O,-1.3,i
COc1ccc(-n2cc(-c3ccc(Cl)cc3)[nH]c2=S)cc1,-14.3,i
COc1ccc(CC(=O)Nc2sc3c(c2C(N)=O)CCCC3)cc1,-27.1,i
O=C(Nc1cccc(OCC(=O)N2CCOCC2)c1)c1cccc([N+](=O)[O-])c1,-9.5,i
CC(C)(C)n1ncc2c(=O)n(CC(=O)NC3CCCCC3)cnc21,-6.9,i
CCOC(=O)C1=C(c2ccccc2)OC(N)=C(C#N)C1C1CCCCC1 (stereo not given),-16.0,i
O=C1CN(C(=O)COC(=O)Cc2ccccc2F)c2ccccc2N1,-10.5,nt
CCOC(=O)c1cc(-c2cccs2)nc2c1c(C)nn2-c1ccccn1,-38.6,i
O=C(COC(=O)Cc1c(Cl)cccc1Cl)NC1CCCC1,-17.1,nt
Cc1cc(Br)ccc1SCC(=O)OCC(=O)Nc1ccccc1C#N,3.5,i
CC(C)C1N(C(=O)CN2CCCCC2)CCN1S(=O)(=O)c1ccccc1 (stereo not given),-5.9,i
CCCOc1ccc(-c2nc(N)n[nH]2)cc1,-5.1,i
O=C(Nc1ccc(O)c2c(=O)cc(-c3cccc(Cl)c3)oc12)c1ccc(F)cc1,-17.1,i
CC(C)CC(=O)NC(Nc1ccc([N+](=O)[O-])cc1)C(Cl)(Cl)Cl (stereo not given),-6.0,i
O=C(N/N=C/c1cccc(O)c1)c1ccccc1O,-15.8,i
Cc1cc(=O)n2c3c(cccc13)CCC2,-9.4,i
COc1ccc(N2CCN(S(C)(=O)=O)CC2)cc1,-7.1,i
CCN1CN=C(NS(=O)(=O)c2ccc(C)cc2)NC1,1.4,i
COc1cc2nc(NC(=O)c3ccco3)sc(=O)c2cc1OC,-5.2,i
CC(C)(C)c1ccc(NC(=O)COC(=O)c2ccc3ncsc3c2)cc1,-3.8,nt
Cc1ccc2nc(C)cc(Cl)c2c1,-18.1,i
CCCC(=O)N1CCC(O)(c2cccc(F)c2)CC1,-25.8,i
COc1ccc(CC(=O)NNC(=O)c2ccco2)cc1,-10.2,i

# Complete entries as entered above. Screens in order: OX1R antag | CHT PAM
# Profile of Cc1cc(Br)ccc1SCC(=O)OCC(=O)Nc1ccccc1C#N = 3.5 | i
# Profile of COc1cc2nc(NC(=O)c3ccco3)sc(=O)c2cc1OC = -5.2 | i
# Profile of COc1ccc(-n2cc(-c3ccc(Cl)cc3)[nH]c2=S)cc1 = -14.3 | i

# Continuation.
SMILES,OX1R antag,CHT PAM
COc1ccc(NC(=O)N2CCCCC2c2cccnc2)cc1 (stereo not given),12.8,i
C[C@H](CO)N1C[C@H](C)[C@@H](CN(C)Cc2ccc(-c3ccccc3)cc2)Oc2c(NC(=O)Nc3ccc4c(c3)OCO4)cccc2C1=O,-18.4,nt
Cc1ccc(C(=O)Nc2cccc3cccnc23)cc1Br,-10.5,i
O=C(CN1C(=O)c2ccccc2S1(=O)=O)Nc1cccc(S(=O)(=O)N2CCOCC2)c1,-17.4,nt
CN1CCN(c2ccc(S(=O)(=O)N3CCCCC3)cc2NC(=O)CCc2ccccc2)CC1,-22.2,nt
CCN(CC)CCCNC(=S)N(Cc1cccnc1)Cc1cc2cc(C)ccc2[nH]c1=O,-8.3,i
Cc1ccc(-n2nc3c(c2NC(=O)c2cccs2)CS(=O)(=O)C3)c(C)c1,-23.5,i
OCC1(Cc2cccc(Cl)c2)CCCN(Cc2ccc3cc(F)ccc3n2)C1 (stereo not given),31.8,i
Cc1ccc(Cl)cc1C1=CC(=O)C[C@H](c2ccc(F)cc2)C1,-32.5,nt
COc1ccc2oc(C(=O)Nc3nccs3)c(C)c2c1,-1.0,i
O=C(O)CCC(=O)N1CCc2cc(S(=O)(=O)NC3CCCc4ccccc43)ccc21 (stereo not given),-8.0,i
COc1ccccc1NC(=O)COC(=O)Cc1cccs1,-22.5,i
O=C1c2ccc([N+](=O)[O-])cc2C(=O)N1c1ccc(Cl)cn1,7.3,i
CNS(=O)(=O)c1cc(N(C)S(=O)(=O)c2ccc(C)cc2)c(C)cc1C,-30.2,i
N#Cc1cccc(CN2CCCN(Cc3ccc(F)cc3)S2(=O)=O)c1,-33.1,i
Cc1ccc(N=C(NO)c2cnccc2C(F)(F)F)c(C)c1,-7.3,i
CCOC(=O)c1c(NC(=S)Nc2ccc(Cl)cc2)sc2c1CCN(C)C2,-17.1,i
NC(=O)c1nsc(C(=O)N(Cc2cccnc2)C(C(=O)NC2CCCC2)c2ccc(F)cc2)c1N (stereo not given),-27.8,i
Cc1ccc(S(=O)(=O)N2CCC(C(=O)OC(C)C(=O)N(C)c3ccccc3)CC2)cc1C (stereo not given),-13.0,nt
COc1ccc(N2CCN(C(c3cc4ccc(C)cc4[nH]c3=O)c3nnnn3C3CCCC3)CC2)cc1 (stereo not given),-19.6,i
Cc1cc(NC(=O)CSCC(=O)Nc2ccc(C)c(C)c2)no1,1.1,nt
COc1ccc2[nH]c(C)c(CCNC(=S)Nc3ccccc3OC)c2c1,-22.0,i
COc1ccc(/C=C2\CCCCC2=O)cc1,-17.1,i
CC(C)c1cc(=O)[nH]c(N2CCN(Cc3ccc4c(c3)OCO4)CC2)n1,-23.6,i
CCc1c(C)nc(SCC(=O)c2cccs2)c(C#N)c1C,-4.0,i
SMILES,OX1R antag,CHT PAM
O=C1CC(Cc2ccccc2)C(=O)N1c1ncccn1 (stereo not given),-17.2,i
CSc1ncccc1C(=O)OCC(=O)Nc1ccc(C)c(S(=O)(=O)N2CCOCC2)c1,-22.8,nt
O=C(c1cc(-c2ccccc2Cl)on1)N1CCCC1,-24.9,i
COc1c(N2CCN(C(=S)Nc3ccc(F)cc3)C(C)C2)c(F)cc2c(=O)c(C(=O)O)cn(C3CC3)c12 (stereo not given),-9.7,i
C=CCn1c(CNC(=O)c2cccs2)nnc1SCc1ccc(Cl)cc1Cl,-25.6,i
CCOc1ccc(C(=O)N/N=C(\c2ccccc2)c2ccccn2)cc1,-18.2,i
COc1ccc(NC(=O)CSc2nnc3ccc(-c4cccnc4)nn23)cc1,-16.0,i
O=C(N/N=C/c1oc(O)c2ccccc12)c1ccccc1O,-1.7,i
CCOc1cccc(OCCOCCN2CCCC2)c1,-15.2,i
COCCN(C(=O)C1CCC1)c1c(N)n(CC(C)C)c(=O)[nH]c1=O,9.3,nt
O=C(CCl)NCCCCCCCCCNC(=O)CCl,-6.8,i
COC(=O)CSc1nnc(SCc2ccc(OC)cc2)s1,-13.2,i
Cc1cccc(-c2ccc3ncnc(NCc4cccnc4)c3c2)c1,-16.6,nt
COC(=O)c1ccc(N2CCN(C)CC2)c(NC(=O)COc2cccc(C)c2)c1,-2.9,i
O=C(Nc1ccccn1)C1CCN(C(=O)c2ccc(F)cc2)CC1,-1.1,i
O=C(NCc1nnc(SCC(=O)N2CCc3ccccc32)o1)c1cccs1,-20.8,i
O=C(O)c1ccccc1C(=O)c1ccc(N2CCCC2)c([N+](=O)[O-])c1,-25.0,i
Cc1ccccc1NC(=O)c1ccccn1,7.7,i
FC(F)Oc1ccc(NC(=S)NC2CCCCCCC2)cc1,23.6,i
N/C(=N\OC(=O)c1ccccc1)c1ccn[nH]1,0.1,i
CCCNCC(=O)Nc1cccc(S(=O)(=O)NC2=NCCCCC2)c1,-7.2,nt
O=C(CC(NCCc1ccccc1)C(=O)O)Nc1ccc(O)cc1 (stereo not given),-6.2,i
O=C(CSc1nnc(-c2cccs2)o1)NCc1ccco1,-13.9,i
CCc1ccccc1N1C[C@@]23C=C[C@@H](O2)C(C(=O)OCC(C)C)[C@H]3C1=O (stereo not given in full),-8.0,i
O=C1CC(N2CCN(Cc3ccccc3)CC2)C(=O)N1c1ccc2c(c1)OCCO2 (stereo not given),-22.4,i

# Among those listed so far, these contain bromine:
SMILES,OX1R antag,CHT PAM
Cc1cc(Br)ccc1SCC(=O)OCC(=O)Nc1ccccc1C#N,3.5,i
Cc1ccc(C(=O)Nc2cccc3cccnc23)cc1Br,-10.5,i

# More entries
SMILES,OX1R antag,CHT PAM
CCC(C)N(C(=O)Cn1nnc(-c2ccc(F)cc2)n1)C1CCS(=O)(=O)C1 (stereo not given),-15.1,i
Cc1c(O)c2c3c(cccc3c1O)C(=O)N(c1ccccc1)C2=O,19.0,i
CCN1CCc2c(sc(NC(=O)c3ccc(S(=O)(=O)N4CCCCCC4)cc3)c2C(=O)NC)C1,-13.0,i
CCN(c1ccccc1)S(=O)(=O)c1ccc(OC)c(NC(=O)c2cc(F)c(F)c(F)c2F)c1,-1.5,nt
Clc1ccccc1C1Nc2cccc3cccc(c23)N1,-22.9,i
CNC1=C(N(C(C)=O)c2ccc(Br)cc2)C(=O)c2ccccc2C1=O,-22.8,i
Cn1c(SCc2ccccc2)nnc1C1CCCNC1 (stereo not given),-11.2,i
CC(C)CCNC(=O)CCS(=O)(=O)c1cccc2nonc12,4.9,i
C[C@@H](OC(=O)c1[nH]cnc1C(=O)N1CCN(C(=O)OC(C)(C)C)CC1)c1ccccc1,1.6,nt
CN(C)c1nc(N)nc(-c2cccnc2)n1,8.7,i
CC(C)C(=O)Nc1cccc(C(=O)NCc2ccc3c(c2)OCO3)c1,-14.0,i
CCOc1ccc(NC(=O)COC(=O)c2cc(=O)c3ccccc3o2)cc1,10.8,nt
COc1ccc(/C=C2\SC(=S)N(c3cccnc3)C2=O)cc1,-21.9,i
CC1CC(C)CN(CC(O)COC2CC(C)CC(C)(C)C2)C1 (stereo not given),-36.7,i
CCOc1ccccc1NC(=O)CSc1nnc(-c2ccco2)n1Cc1ccco1,-49.9,i
CC1CC(C)CN(c2ccc([N+](=O)[O-])cc2-c2nn[nH]n2)C1 (stereo not given),-16.1,i
CCOCCCNC(=O)C1CCN(S(=O)(=O)c2ccc(C)cc2)CC1,-4.3,i
O=C(NC(Cc1ccccc1)C(=O)O)c1ccco1 (stereo not given),-14.2,i
N#CCCn1cc(C(=O)N2CCOCC2)c(-c2ccc3c(c2)OCCO3)n1,-22.3,i
CN(C)CCNC(=O)Cc1ncc(C(F)(F)F)cc1Cl,-5.5,i
COc1ccc(N2CCN(C(=O)c3cc4c(-c5ccc(Cl)cc5)nn(C)c4s3)CC2)cc1,-18.8,i
O=C(c1ccccc1)c1nn(-c2cccc(Cl)c2)c2nc(-c3ccccc3)cc(=O)n12,-10.1,i
COc1ccc(CCN(CC(=O)NCc2ccc(F)cc2)C(=O)c2snc(C(N)=O)c2N)cc1OC,-22.6,i
Cc1nnsc1C(=O)NNS(=O)(=O)c1ccccc1,-12.3,i
O=C1N(Cc2cccc(Cl)c2)C[C@@H]2C[C@@H](c3ccco3)N3CCC[C@@]123,-13.0,i
SMILES,OX1R antag,CHT PAM
COc1cc(NC(=O)c2cc(OC)c(OC)c(OC)c2)cc(-n2cnnn2)c1,-20.6,i
O=C(NC1CCCCC1)C(c1ccncc1)N(C(=O)Cc1cccs1)c1ccccc1 (stereo not given),-19.8,i
O=C(/C=C/c1ccco1)OCC(=O)c1ccc(OC(F)F)cc1,11.6,nt
Cc1cnc(NC(=O)CCNC(=O)c2ccc([N+](=O)[O-])cc2)s1,-8.7,i
C=CCSc1nnc(NC(=O)c2c(CC)noc2C)s1,-22.1,i
CCOc1cc(C2Nc3ccccc3NC3=C2C(=O)CC(C)(C)C3)ccc1OC(C)=O (stereo not given),-14.4,i
Cc1cc(C)n2nc(SCC(=O)NC3CCCCC3C)nc2n1 (stereo not given),-18.9,i
Cc1ccc(-c2nc3ccccc3s2)cc1NC(=S)NC(=O)c1ccccc1,-14.9,i
CCN(CCO)c1nc(N2CCCCC2)c2cnn(C)c2n1,-12.1,i
O=C(NC1CCCC1)C(c1ccncc1)N(C(=O)c1ccco1)c1ccccc1 (stereo not given),-27.5,i
Cc1ccc2c(CN(C)Cc3ccc(Cl)cc3)cc(=O)oc2c1,-43.6,i
O=C(COc1ccc(Cl)c2cccnc12)N1CCOCC1,-5.1,nt
O=C(Cn1nnc2ccccc2c1=O)NCC1CCC(C(=O)O)CC1 (stereo not given),5.0,i
Cc1cc(C(=O)COc2cccnc2[N+](=O)[O-])c(C)n1Cc1ccco1,-13.5,i
Cc1cccc(N(C2C=CS(=O)(=O)C2)S(=O)(=O)c2ccccc2)c1 (stereo not given),-14.0,i
Cc1nc(N2CCN(Cc3ccc4c(c3)OCO4)CC2)nc2c1C(=O)CC(c1ccco1)C2 (stereo not given),-27.9,i
COCCCNC(=O)c1cc(=O)n(Cc2ccc(Cl)cc2)c2ccccc12,-6.4,i
O=C(Nc1ccc(N2CCOCC2)cc1)c1cccc(S(=O)(=O)N2CCCC2)c1,-2.5,i
Cc1ccc(/C=C/C(=O)OC(C)C(=O)Nc2ccc(Cl)cn2)o1 (stereo not given),-32.3,i
Cn1nnnc1Sc1ncnc2scc(-c3ccccc3)c12,-27.9,i
O=C(NC1CCN(C(=O)N2c3ccccc3Sc3ccccc32)CC1)c1ccccc1F,12.4,i
Cc1nc(=O)cc(-c2ccccc2)n1-c1ccccc1,0.1,i
CC(OC(=O)c1ccc(Cl)nc1)C(=O)NC1(C#N)CCCCC1 (stereo not given),-28.7,i
COc1cccc2cc(C(=O)N3CCN(C45CC6CC(CC(C6)C4)C5)CC3)c(=O)oc12,-24.9,i
O=C(Nc1cc(C(=O)N2CCOCC2)ccc1N1CCCC1)c1cccs1,-8.5,i
COc1cccc(N/N=C/c2cccc(Br)c2O)c1,-22.5,i
CC1(C)C2CCC1(C)C(OC(=O)c1ccccc1C(=O)O)C2 (stereo not given),-9.1,i

# Two successive entries out of the list so far, for reference:
SMILES,OX1R antag,CHT PAM
Cc1cc(C(=O)COc2cccnc2[N+](=O)[O-])c(C)n1Cc1ccco1,-13.5,i
Cc1cccc(N(C2C=CS(=O)(=O)C2)S(=O)(=O)c2ccccc2)c1 (stereo not given),-14.0,i

# Source: PubChem

# Outcome played no part in choosing rows, and some 0.83% of all compounds hit somewhere here.
